proCasp7 act = counter-screen: procaspase-7 (human) activation; P55210; recombinant procaspase-7, Ac-DEVD-pNA absorbance 405 nm; D23A/D198A/D206A triple mutant, cannot self-cleave; scale: DMSO 0, 5 µM enzyme 100; activation, % at 8.5 µM; hit rate 0.093% among 330,000; AID 463210;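 active means percent activation above the screen-wide mean plus 3 SD, cut at about 25% in these data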
Target sequence (P55210 whole entry D23A/D198A/D206A): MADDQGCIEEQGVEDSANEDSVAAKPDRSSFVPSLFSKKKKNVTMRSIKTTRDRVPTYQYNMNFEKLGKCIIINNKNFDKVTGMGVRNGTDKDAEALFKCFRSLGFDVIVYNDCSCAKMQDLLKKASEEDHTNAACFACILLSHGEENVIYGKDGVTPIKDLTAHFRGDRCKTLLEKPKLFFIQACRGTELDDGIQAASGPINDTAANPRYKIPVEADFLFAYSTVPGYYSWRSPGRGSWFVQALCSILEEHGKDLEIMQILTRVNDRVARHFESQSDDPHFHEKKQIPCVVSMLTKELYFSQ
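Replicates: singlicate. Assay system: Procaspase-7 triple mutant (PC-7 D3A). Signal: 405 nm absorbance of p-nitroaniline. Times: 1 h preincubation, 2 h reaction. Buffer or medium: Zinc-free HEPES pH 7.4 with 300 mM NaCl, 0.01% Triton X-100. Also added: DEVD-pNA substrate. Benchmarks: DMSO wells as 0%, DMSO with 5 µM added PC-7 as 100%.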
PP1 counter = PP1-alpha (human) inhibition in PP5 counter-screen | P62136 | purified PP1alpha, OMFP fluorescence | inhibition, % at 6.7 µM | hit rate 0.9% among 320,000 | AID 2235;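 active means inhibition above the mean inhibition of all tested compounds plus 3 SD, computed separately for each screening campaign, cut at about 15% in these data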
Target sequence (P62136 whole entry, looked up): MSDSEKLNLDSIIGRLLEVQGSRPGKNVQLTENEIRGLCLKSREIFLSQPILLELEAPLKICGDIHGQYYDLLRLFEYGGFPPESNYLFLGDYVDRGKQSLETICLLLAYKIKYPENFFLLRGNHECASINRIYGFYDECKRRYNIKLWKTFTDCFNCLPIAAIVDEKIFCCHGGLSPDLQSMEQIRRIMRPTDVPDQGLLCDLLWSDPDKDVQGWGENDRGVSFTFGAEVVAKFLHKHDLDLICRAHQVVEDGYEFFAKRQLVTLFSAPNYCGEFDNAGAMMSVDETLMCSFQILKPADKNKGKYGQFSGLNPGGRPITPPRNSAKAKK
procasp3 activ = procaspase-3 (human) activation; recombinant procaspase-3 D3A, Ac-DEVD-pNA absorbance 405 nm; activation, % at 8.5 µM; hit rate 0.11% among 330,000; AID 463141;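 active means activation above the mean of all tested compounds plus 3 SD, cut at about 21% in these data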;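 further: 0% = DMSO alone and 100% = DMSO wells spiked with extra 5 µM PC-3 D3A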
Target sequence (P42574 whole entry D9A/D28A/D175A): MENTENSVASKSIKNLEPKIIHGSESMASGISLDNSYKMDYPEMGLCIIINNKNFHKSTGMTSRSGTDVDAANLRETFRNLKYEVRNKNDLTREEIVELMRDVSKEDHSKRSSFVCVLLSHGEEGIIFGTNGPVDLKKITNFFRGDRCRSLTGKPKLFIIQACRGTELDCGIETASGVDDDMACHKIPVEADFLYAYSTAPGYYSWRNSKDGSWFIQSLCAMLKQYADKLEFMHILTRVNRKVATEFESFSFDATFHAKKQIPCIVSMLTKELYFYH
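Assay system: Procaspase-3 D3A mutant, all three cleavage aspartates alanine. Buffer or medium: Zinc-free HEPES saline buffer with Triton X-100. Times: 1 h compound preincubation, 2 h substrate hydrolysis at 25 °C. Measured by: 405 nm absorbance of p-nitroaniline, reads at 0 and 120 min. Read-out basis: percent activation relative to control range. Replicates: singlicate.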
HCV core dimer = HCV core protein dimerization inhibition; TR-FRET GST/Flag-core106 dimerization, 1536-well; inhibition, % at 5 µM; hit rate 0.33% among 300,000; AID 1899;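 active means inhibition above the mean of all tested compounds plus 3 SD, set per screening campaign, cut at about 45% in these data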
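Assay system: Tagged HCV core106 pair (GST and Flag) | Buffer or medium: KF-containing HEPES buffer, pH 7.45, DTT, CHAPS, BSA | Also added: Eu donor and XL665 acceptor anti-tag antibodies | Dosing: One concentration, 5 µM, in 0.5% DMSO | Timing: 4 h at 22.5 °C | Technique: TR-FRET 671 and 617 nm emission | Repeats: Singlicate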
TPT1 inhibitor = blocks Candida albicans tRNA 2'-phosphotransferase; recombinant caTPT1, FP RNA substrate dephosphorylation; inhibition, % at 5 µM; hit rate 0.81% among 300,000;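 active means inhibition above the mean of all tested compounds plus 3 SD, set per screening campaign, cut at about 24% in these data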;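 further: plate controls were DMSO alone for no effect and ferristatin control at 100 nM for full effect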
PAFAH2 FP inh = inhibitors of human PAFAH2; Q99487; recombinant PAFAH2, FP-rhodamine activity probe, fluorescence polarization; inhibition, % at 3.39 µM; hit rate 0.99% among 340,000;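 active means inhibition above the mean over all tested compounds plus 3 SD, cut at about 30% in these data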;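 further: inhibitors block probe labeling of enzyme so polarization drops; 0% = enzyme with DMSO and 100% = wells lacking PAFAH2 protein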
AHR activator = activates the human aryl hydrocarbon receptor; P35869; AHR-responsive luciferase reporter cells, luminescence; activation, % at 5 µM; hit rate 2.5% among 320,000; in the data active means activation above about 47%;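 further: 0% = vehicle wells and 100% = reference agonist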
PP5 inh = PP5 (human) phosphatase inhibition; purified PP5c, OMFP substrate fluorescence; AID 1987; hit rate 0.18% among 320,000; P53041; inhibition, % at 6.7 µM;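 active means inhibition above the campaign's mean inhibition across all tested compounds plus 3 SD, cut at about 9.5% in these data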;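 further: 0% = DMSO only and 100% = 100 µM cantharidin control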
CTSL1 counter = cathepsin L1 inhibition, PFM18AAP counter-screen | recombinant F. hepatica cathepsin L1, Z-Leu-Arg-MCA fluorescence | inhibition, % at 5.96 µM | hit rate 0.49% among 300,000 | AID 1906;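 active means inhibition above the mean of all tested compounds plus 3 SD, set per screening campaign, cut at about 17% in these data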;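 further: 0% = plate median of test compound wells and 100% = 1 µM Z-Phe-Ala-diazomethylketone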
The depositor's hits bear a star; nt = no result given.

Values run as follows: proCasp7 act, PP1 counter, procasp3 activ, HCV core dimer, TPT1 inhibitor, PAFAH2 FP inh, AHR activator, PP5 inh, CTSL1 counter
1. O=C(Nc1cccnc1)c1cnn2cccnc12
→ 11, -1, 1, -6, -3, -1, -2, 0.0, 2
2. O=C(Nc1ccccn1)c1ccc(S(=O)(=O)c2ccc(Cl)cc2)cc1
→ 11, 4, 3, 0, -7, -4, -1, 0.2, 2
3. O=C(COC(=O)c1sc2ccccc2c1Cl)Nc1ncc(Cl)cc1Cl
→ 14, 0, 5, 10, 1, 3, 1, -3.2, -4
4. O=C(Nc1nccs1)C1CC(=O)N(c2ccc(Cl)cc2)C1 (stereo unspecified)
→ 9, -1, -7, 0, -3, -2, 1, -0.4, 6
5. CCOc1ccc(NS(=O)(=O)c2cc3c4c(c2)CCN4C(=O)CC3)cc1
→ -7, -4, -2, -1, 1, 2, -1, 0.2, 12
6. c1cn(CCCNC2=NCCCCC2)cn1
→ 1, -1, -1, -1, 1, 5, 1, 0.0, -3
7. CCOC(=O)C1(CCCc2ccccc2)CCN(Cc2cnc(C)s2)CC1
→ -4, -1, -1, 5, 2, 4, 7, -0.5, 2
8. Cc1ccccc1OCC(=O)OC(C)CN1CCN(C)CC1 (stereo unspecified)
→ -8, -5, 6, -14, -3, 1, -2, -2.4, 2
9. O=C1NC(=O)C(c2ccccc2[N+](=O)[O-])=C1Nc1ccc(O)c(Cl)c1
→ -30, 2, -13, -21, -4, 12, 12, -0.2, 1
10. COc1ccc(NS(=O)(=O)c2cc(Br)cc3c2N(C(C)=O)CC3)cc1
→ -4, 12, -3, -1, -1, 2, 1, 2.3, -1
11. COc1ccccc1OCCNC(=O)c1cccc(S(=O)(=O)N2CCN(Cc3ccccc3)CC2)c1
→ -4, 3, 3, nt, nt, -1, 0, 2.5, nt
12. CN(C)S(=O)(=O)c1ccc(NC(=O)N2CCN(c3cccc(C(F)(F)F)c3)CC2)cc1
→ -8, 2, 13, 11, -10, -8, -1, 4.1, 4
13. Cc1ccc(Oc2nc3c(C)cccn3c(=O)c2/C=C(\C#N)C(N)=O)cc1
→ 46*, 3, 22*, 7, -4, 7, 5, 1.5, -6
14. Clc1c(-c2nnc3n2CCCCC3)sc2ccccc12
→ 2, -2, 2, -3, -3, -6, -2, 1.7, -3
15. CCOc1ccc(NS(=O)(=O)c2ccc3c(c2)N(C(C)=O)CC3)cc1
→ -6, -1, 0, 1, -2, -10, -1, -2.4, -1
16. CN(C)c1ccc(/C=C2\CCCc3c2nc2ccccc2c3C(=O)O)cc1
→ 2, 0, -4, -12, 25*, 4, 8, 0.7, 5
17. COc1ccc(N(C(=O)/C=C/c2ccccc2)C2=CC3CCC(C2)N3C)cc1 (stereo unspecified)
→ -1, -4, 5, -7, -4, -10, 1, 0.7, 6
18. CCCCOC(=O)C[N+](C)(C)CCOC1CC2CCC1(C)C2(C)C (stereo unspecified)
→ -3, -1, 0, -11, -3, 5, -1, 1.4, -1
19. CCOC(=O)N1CCN(S(=O)(=O)c2cc(-c3nn4c(C)nnc4c4ccccc34)ccc2C)CC1
→ -5, 0, 6, -5, 2, -15, 1, 1.8, 0
20. CCOCC(=O)Nc1nc2ccc(OC)cc2s1
→ 1, -1, 9, 1, 2, 3, 3, 0.0, 7
21. COc1ccc(NC(=O)CN2CCN(c3ccc(C)cc3C)CC2)cc1
→ 4, 6, 1, 10, 1, 6, 0, 2.8, 2
22. CN(C(=O)c1cccc(NC(=O)Cc2ccc([N+](=O)[O-])cc2)c1)C1CCC1
→ 0, nt, 0, nt, nt, 0, 0, nt, nt
23. CC1CCC(NC(=O)CCN2C(=O)C3CC=CCC3C2=O)CC1 (stereo unspecified)
→ 2, nt, 2, nt, nt, -6, 0, nt, nt
24. CCOC(=O)C1CCCN(C(=O)c2cc(-c3ccccc3)on2)C1 (stereo unspecified)
→ 11, -7, 2, -1, -1, 4, -1, -1.3, 0
25. COc1ccc(C)cc1NC(=O)NNC(=O)C1CCC(C(C)(C)C)CC1 (stereo unspecified)
→ 3, -1, 9, 1, 2, 4, 3, 0.3, 3
26. Cc1cccc(C)c1NC(=O)CSc1nnc(NC(=O)CN2CCOCC2)s1
→ 8, 0, -5, -3, -1, -1, 0, -1.2, -1
27. C=CCn1c(N(C)C)nc2c1c(=O)[nH]c(=O)n2C
→ -3, 1, -3, -10, -1, -1, 0, -1.2, -1
28. COc1ccc(-n2c(=S)[nH]c3cc(C(=O)Nc4cc(OC)c(OC)c(OC)c4)ccc3c2=O)c(OC)c1
→ 7, 0, 2, 8, -1, 10, 0, 0.9, 2
29. O=C(OCC(=O)N1CCOCC1)c1cccc(S(=O)(=O)N2CCCc3ccccc32)c1
→ 0, -2, 6, 6, 3, -2, 3, -0.6, -1
30. Cc1ccc(C2NS(=O)(=O)N=C2N)cc1 (stereo unspecified)
→ 1, -1, -2, -2, 1, 2, 2, 1.7, -3

Arranged by value in TPT1 inhibitor (falling): some entries from above
cpd | compound | procasp3 activ | HCV core dimer | TPT1 inhibitor | PAFAH2 FP inh | AHR activator | PP5 inh
28 | COc1ccc(-n2c(=S)[nH]c3cc(C(=O)Nc4cc(OC)c(OC)c(OC)c4)ccc3c2=O)c(OC)c1 | 2 | 8 | -1 | 10 | 0 | 0.9
15 | CCOc1ccc(NS(=O)(=O)c2ccc3c(c2)N(C(C)=O)CC3)cc1 | 0 | 1 | -2 | -10 | -1 | -2.4
14 | Clc1c(-c2nnc3n2CCCCC3)sc2ccccc12 | 2 | -3 | -3 | -6 | -2 | 1.7

(next part)
Values run as follows: proCasp7 act, PP1 counter, procasp3 activ, HCV core dimer, TPT1 inhibitor, PAFAH2 FP inh, AHR activator, PP5 inh, CTSL1 counter
31. Oc1ccccc1N1CCN(c2nnnn2-c2ccccc2)CC1
→ 0, -2, 8, 2, -4, 6, -5, 2.0, -1
32. COc1ccc(N2CCC(CNC(=O)Nc3ccc(OC)cc3OC)C2)cc1 (stereo unspecified)
→ -5, 1, -5, -10, 10, 3, 5, 2.3, -3
33. CN(C)C(=O)/C=C\c1cn(-c2ccccc2)nc1-c1ccc2c(c1)OCCO2
→ -3, 1, 3, 4, -2, 2, 17, 4.1, 1
34. O=C(CSc1ccccc1)NCCc1ccc(F)cc1
→ 6, -4, 6, -4, -1, -4, 0, 0.6, 3
35. O=C(CSc1nnc(COc2ccccc2)o1)c1ccccc1
→ -3, 2, -1, 4, 3, -4, -4, 4.4, -1
36. COc1ccccc1CCC(=O)OCC(=O)Nc1cccc(S(=O)(=O)N2CCCCC2)c1
→ 7, -3, 0, 0, 0, 7, 1, 3.9, -9
37. C=CCn1c(SCC(=O)N2CCN(c3ccccc3)CC2)nc2c([nH]c3ccccc32)c1=O
→ -2, -2, 3, 5, 1, -4, 66*, -0.8, 7
38. CCn1c2ccccc2c2cc(NC(=O)COC(=O)C3CCC(=O)N3)ccc21 (stereo unspecified)
→ 5, 2, -5, -7, 0, -4, 33, -0.7, -6
39. COc1ccc(C(=O)NCC(=O)N2CCN(c3ccccc3)CC2)cc1
→ 4, 11, 7, -1, -3, -2, -1, 0.7, -1
40. CCn1c(CCNC(=O)c2ccc(C)cc2)nnc1SCc1ccc(Cl)c(Cl)c1
→ 6, 0, 3, 6, -2, -1, 4, 1.1, -2
41. Cc1csc(=O)n1CCC(=O)OCC(=O)Nc1cc(Cl)ccc1[N+](=O)[O-]
→ -1, -6, 6, -2, -1, -1, 8, 3.4, -9
42. CN(C)N1C(N)=C(C#N)C(c2ccccc2)C2=C1CCCC2=O (stereo unspecified)
→ 11, -5, 6, -4, -3, -6, 2, 2.4, 4
43. Fc1ccc(OCCn2cnc(Cl)c2Cl)cc1
→ 3, -4, -9, 1, 1, 1, 8, -1.1, 0
44. CCOC(=O)C(CO)(NC(C)=O)C(=O)OCC
→ 5, -9, -19, 3, 0, -4, 1, -0.6, -4
45. COc1ccc(CNC(=O)CN2c3ccccc3S(=O)(=O)c3ccccc32)cc1
→ 0, 3, 6, 13, 2, 6, 5, 2.4, -1
46. CC(C)c1ccc(NC(=O)[C@@H](NC(=O)N2CC(=O)Nc3ccccc32)C(C)C)cc1
→ 3, -4, 4, 0, -1, 2, 7, 1.7, -1
47. CN1C(=O)C(CC(=O)NCCc2ccccc2)N(NC(=O)c2cccc(F)c2)C1=S (stereo unspecified)
→ -8, -1, -3, -6, -2, 5, 0, 0.0, 1
48. O=C(CN1CCOCC1)Nc1scc(-c2ccccc2)c1C(=O)N1CCOCC1
→ 1, 2, 0, -4, 2, 2, -1, -0.6, -2
49. Cc1ccnc(NC(=O)c2ccc(OCC3CCCO3)cc2)c1 (stereo unspecified)
→ 7, -3, -3, 5, 4, 3, -6, 1.6, -3
50. Cc1ccc(N(C(=O)Cn2nnc(-c3ccccc3F)n2)C(C(=O)NC2CCCC2)c2ccncc2)cc1 (stereo unspecified)
→ 12, -1, -6, 18, 2, -5, -1, 3.7, 0
51. Cc1ccc(-c2cc(C(=O)N/N=C/c3c[nH]c4ccccc34)n[nH]2)o1
→ 17, 2, -3, -4, -2, 6, 29, -0.1, 1
52. CCc1nnc(NC(=O)CSc2nc(C)cs2)s1
→ -2, 2, -3, -10, -1, 0, 2, 1.8, -2
53. COc1cccc(CN(C)C(=O)CSc2nc3ccccc3[nH]2)c1OC
→ -13, -4, -5, -7, 0, 15, 4, 1.1, 0
54. Cc1cc(C)n2nc(CNS(=O)(=O)c3cccc([N+](=O)[O-])c3)nc2n1
→ 0, -5, 6, -2, 1, 9, 1, 1.8, 0
55. CCCCCC(=O)NNC(=S)NC(C)=O
→ -9, -3, -3, -1, -3, -7, 2, 3.7, 2
56. O=C(N[C@@H]1CCC(=O)N(CC[C@H](Sc2ccc(Br)cc2)c2ccccc2)CC1)OCc1ccccc1
→ 5, 16*, 4, nt, nt, 2, 2, 2.8, nt
57. C=C1C(C(=O)Nc2ccc(OCC)cc2)C1C(=O)Nc1ccc(OCC)cc1 (stereo unspecified)
→ 0, 5, 5, 15, 2, 4, 6, 0.2, -1
58. CC(Sc1nnc(-c2ccc(OC(F)F)cc2)o1)C(=O)NCC1CCCO1 (stereo unspecified)
→ -9, -5, 0, 5, -2, -1, 7, 1.0, -1
59. CC1CCN(C(=O)CSCC(=O)Nc2nc(-c3cccs3)cs2)CC1
→ 7, -4, 5, 8, -1, 1, 17, 0.9, -1

Compounds from the list above that have two or more sulfur atoms, in the order listed:
Values run as follows: proCasp7 act, PP1 counter, procasp3 activ, HCV core dimer, TPT1 inhibitor, PAFAH2 FP inh, AHR activator, PP5 inh, CTSL1 counter
26. Cc1cccc(C)c1NC(=O)CSc1nnc(NC(=O)CN2CCOCC2)s1
→ 8, 0, -5, -3, -1, -1, 0, -1.2, -1
52. CCc1nnc(NC(=O)CSc2nc(C)cs2)s1
→ -2, 2, -3, -10, -1, 0, 2, 1.8, -2
59. CC1CCN(C(=O)CSCC(=O)Nc2nc(-c3cccs3)cs2)CC1
→ 7, -4, 5, 8, -1, 1, 17, 0.9, -1

Compound activity: PubChem, The Scripps Research Institute Molecular Screening Center

Compounds were not picked by outcome; 5.6% or so of the library scored in one or more.
